Source: PubChem
FXIa inh = factor XIa (human) inhibition. P03951. purified FXIa, Boc-Glu-Ala-Arg-AMC fluorogenic substrate. inhibition, % at 5 µM. 220,000 tested, 0.14% active. AID 798;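 active = inhibition of at least 40%; inactive = inhibition below 40%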;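 also: fluorescence of freed AMC excited at 355 nm; 0% = enzyme without compound and 100% = no enzyme blank; many of its hits are not listed in these tables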
hK5 inh = kallikrein 5 (human) inhibition | Q9Y337 | recombinant hK5, fluorogenic AMC substrate cleavage | inhibition, % at 5 µM | 210,000 tested, 0.59% active | AID 873;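 active = inhibition of 40% or more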;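 also: 0% = enzyme controls without compound and 100% = no-enzyme blanks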
Target sequence (Q9Y337 67-293 limits assumed): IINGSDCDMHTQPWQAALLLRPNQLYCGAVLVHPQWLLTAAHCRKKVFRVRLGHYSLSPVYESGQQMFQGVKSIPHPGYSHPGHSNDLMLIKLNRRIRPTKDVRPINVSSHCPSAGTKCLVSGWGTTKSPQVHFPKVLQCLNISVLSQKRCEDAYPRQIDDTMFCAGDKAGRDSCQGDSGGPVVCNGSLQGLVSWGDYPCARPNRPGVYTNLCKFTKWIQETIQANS
Thrombin inh = blocks human thrombin protease activity. inhibition, % at 5 µM. P00734. alpha-thrombin, Boc-VPR-AMC fluorogenic substrate cleavage. 220,000 tested, 0.26% active;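 active = inhibition at or above 40%; inactive = inhibition below 40%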;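 also: 0% = enzyme with no compound and 100% = wells without enzyme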
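System – human alpha-thrombin protein · Reagent – Boc-VPR-AMC substrate, 15 µM final · Compound – 5 µM single dose in 0.2% DMSO · Schedule – reaction at room temperature · Technique – AMC fluorescence at 355 nm excitation and 460 nm emission · Read-out basis – % inhibition relative to enzyme controls and enzyme-free blanks · Control set – no-compound enzyme wells and no-enzyme blanks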
Hck Nef HTS = human Hck-Nef kinase inhibition; P08631; Recombinant Hck-YEEI plus Nef, Z-Lyte FRET kinase assay; inhibition, % at 20 µM; 220,000 tested, 0.68% active;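 active = Hck-Nef kinase inhibition above about 50%, limit read from the data; inactive = inhibition below that limit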;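 also: 0% = DMSO with Hck plus Nef and 100% = Hck alone without Nef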
Target sequence (P08631 whole entry, looked up): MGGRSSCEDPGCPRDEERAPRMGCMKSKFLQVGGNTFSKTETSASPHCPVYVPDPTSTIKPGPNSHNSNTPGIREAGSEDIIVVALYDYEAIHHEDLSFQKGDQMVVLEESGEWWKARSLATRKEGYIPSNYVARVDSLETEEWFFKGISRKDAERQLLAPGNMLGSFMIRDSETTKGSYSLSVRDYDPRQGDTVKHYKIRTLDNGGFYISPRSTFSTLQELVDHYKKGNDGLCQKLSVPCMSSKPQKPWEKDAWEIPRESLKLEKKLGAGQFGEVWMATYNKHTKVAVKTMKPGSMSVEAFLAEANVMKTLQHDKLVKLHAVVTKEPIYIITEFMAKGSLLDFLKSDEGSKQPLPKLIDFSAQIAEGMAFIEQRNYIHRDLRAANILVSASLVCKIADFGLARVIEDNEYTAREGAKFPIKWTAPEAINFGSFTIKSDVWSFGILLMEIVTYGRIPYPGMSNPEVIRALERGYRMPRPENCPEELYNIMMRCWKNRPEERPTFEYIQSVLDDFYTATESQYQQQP
Runt-SMMHC FRET = blocks binding of human RUNX1 Runt domain to CBFb-SMMHC; 220,000 tested, 0.74% active; Cerulean-Runt/Venus-CBFb-SMMHC FRET ratio 530/480, 1 h; inhibition, % at 20 µM; Q01196+Q13951;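 active = mean inhibition across duplicate retests at 20 µM reaching about 50%, limit read from the data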;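 also: 0% = DMSO wells and 100% = wells with excess untagged CBFb-SMMHC; inhibitors lower the FRET ratio by blocking Runt binding to CBFb-SMMHC; some results filed as inactive read as strong as hits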
14-3-3 Bad inh = disrupts binding of bovine 14-3-3 zeta to phospho-Bad peptide; P63103; TR-FRET 14-3-3zeta/Dy647-pBad peptide displacement, 1 h; inhibition, % at 21.7 µM; 220,000 tested, 0.71% active;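 active = inhibition above about 70%, limit read from the data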;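 also: 0% = full 14-3-3 plus peptide FRET controls and 100% = background without 14-3-3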
Target sequence (P63103 whole entry, looked up): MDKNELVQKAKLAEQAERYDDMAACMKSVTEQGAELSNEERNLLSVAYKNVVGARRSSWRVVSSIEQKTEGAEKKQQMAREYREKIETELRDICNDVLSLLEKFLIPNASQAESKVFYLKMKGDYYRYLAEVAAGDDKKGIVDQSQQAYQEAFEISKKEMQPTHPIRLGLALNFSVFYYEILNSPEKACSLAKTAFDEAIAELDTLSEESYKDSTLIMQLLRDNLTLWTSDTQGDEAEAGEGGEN
Wee1 degr inh = blocks degradation of human Wee1 kinase. P30291. HeLa Luc-Wee1K328M stability, luciferase luminescence; 100% = proteasome inhibitor MG132 effect. reporter increase, % at 5 µM. 220,000 tested, 1.2% active;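 active = activation above the mean of all tested compounds plus 3 SD, set per screening run, cut at about 8.8% in these data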;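 also: cells exposed to compound for 20 h before luminescence read; 0% = DMSO alone and 100% = MG132 at 30 µM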
FXIIa inh 1536 = factor XIIa (human) inhibition; purified FXIIa, Boc-QGR-AMC fluorogenic substrate, 2 h; 220,000 tested, 0.3% active; inhibition, % at 5 µM; P00748; in the data active = inhibition above about 40%;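 also: 0% = enzyme with no compound and 100% = blank without enzyme; many of its hits are not listed in these tables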
Runt-CBFb FRET = inhibitors of human RUNX1 Runt domain binding to CBFb | 220,000 tested, 0.46% active | Cerulean-Runt/Venus-CBFb FRET ratio 530/480, 1 h | AID 1496 | inhibition, % at 20 µM | Q01196+Q13951;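 active = inhibition over about 50% at 20 µM in the single-dose screen, limit read from the data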;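 also: 0% = DMSO wells and 100% = excess unlabeled CBFb competitor control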
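Assay system: Cerulean-tagged RUNX1 Runt domain (FRET donor) fusion protein / Amount: 100 nM each of Venus-CBFb and Cerulean-Runt domain / Medium: Tris buffer pH 7.5 with salts and BSA / Also added: Venus-CBFb 100 nM / Schedule: 1 h complex formation plus 1 h compound treatment, room temperature / Signal: FRET fluorescence / Read-out: loss of energy transfer signal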
Active calls of the source: *; · = no result given; [ ] = another dose, or the depositor's remark.

SMILES | FXIa inh | hK5 inh | Thrombin inh | Hck Nef HTS | Runt-SMMHC FRET | 14-3-3 Bad inh | Wee1 degr inh | FXIIa inh 1536 | Runt-CBFb FRET
CCOC(=O)c1cc(-c2ccc(OC(F)F)cc2)nc2c1c(=O)[nH]c(=O)n2C | 5 | -20 | -13 | -2 | 3 | 13[fluorescence artefact?] | -1 | -6 | -3
COC(=O)Cn1c(=O)c(C(=O)CCl)c(N)n(Cc2ccccc2)c1=O | 4 | 4 | 2 | 23 | 3 | -2 | -3 | 13 | 1
O=C(CNCC1CCCO1)Nc1ccccc1N1CCCCCC1 (stereo not drawn) | -8 | -2 | -4 | 0 | -4 | 82* | 6 | 3 | ·
Cc1ccc(-n2c(C)cc(C(=O)COC(=O)C3=NNC(=O)CC3)c2C)cc1 | 8 | 21 | 24 | 4 | -2 | -5 | 4 | 33 | 1
CCCc1ccc(OCC(=O)Nc2cc(S(=O)(=O)CC)ccc2O)cc1 | 0 | 3 | -6 | 16 | 2 | -7 | -1 | 8 | -2
N#C/C(=C(/O)COC(=O)CCCNC(=O)c1ccc(Cl)cc1)c1nc2ccccc2[nH]1 | 2 | -8 | 3 | 2 | 4 | -14 | 5 | 8 | 0
CCc1nnc(N/N=C/c2c(C)[nH]c3ccccc23)n1N | -8 | -16 | -3 | 18 | 4 | -14 | -3 | -1 | 31
COc1ccc(Cn2nnnc2CN2CCOCC2)cc1 | 20 | 2 | 1 | 0 | -2 | 11[fluorescence artefact?] | 2 | 13 | -1
c1ccc2c(NCC3CCCO3)nc(N3CCCCC3)nc2c1 (stereo not drawn) | -1 | 2 | -2 | 20 | · | 15 | -4 | 12 | ·
Cc1ncc([N+](=O)[O-])n1CCOC(=O)Nc1ccc([N+](=O)[O-])cc1 | 13 | -4 | -2 | 2 | -6 | 4[fluorescence artefact?] | 3 | 6 | 1
C=C(C)C1CC=C(C)/C(=N/NC(=O)c2cccc([N+](=O)[O-])c2)C1 (stereo not drawn) | 6 | -15 | -8 | 3 | -6 | -10[fluorescence artefact?] | 3 | 13 | -1
COC(=O)C(Cc1ccccc1)NC(=O)CSc1nc(N)cc(=O)[nH]1 (stereo not drawn) | 1 | 1 | -1 | 3 | 2 | 7 | 0 | 11 | 0
CC(=O)Oc1ccc(C(=O)Nc2cc(NC(=O)c3ccc(OC(C)=O)cc3)cc(C(=O)NC(C)(C)C)c2)cc1 | 6 | -16 | -8 | 6 | -6 | 5 | -3 | 6 | -5
O=C1CCCC(=O)N1c1ccc(O)cc1 | -3 | -1 | -16 | 21 | · | -10 | 1 | 8 | ·
Cc1ncc(CO)c2cc(C(N)=O)c(=Nc3ccccc3)oc12 | -3 | 2 | 0 | 7 | -85 | -11 | 1 | 3 | 0
Cc1ccc(C)c(Cn2c(CO)nc3ccccc32)c1 | 7 | 41* | 17 | 2 | 4 | 0 | 2 | -6 | 1
Cc1cc(C)cc(N2CC(C(=O)O)CC2=O)c1 (stereo not drawn) | -4 | 6 | -3 | 0 | -4 | 10[fluorescence artefact?] | -2 | -6 | 29
Cn1nnnc1SCC(=O)Nc1ccccc1Cc1ccccc1 | 1 | -14 | -7 | 1 | 4 | 0[fluorescence artefact?] | 0 | 11 | 0
CCOC(=O)c1c(NC(=O)C2C3C=CC(C3)C2C(=O)O)sc2c1CC(C)CC2 (stereo not drawn) | 5 | 2 | · | 10 | -3 | -2 | 0 | 9 | -4
COc1ccc(-c2cc(-c3ccccc3)nc(SCC(=O)Nc3nccs3)c2C#N)cc1 | 7 | -9 | -5 | 8 | -6 | 42 | -1 | 17 | 0
N/C(=N\OC(=O)c1ccc(Br)o1)c1ccccn1 | -6 | -18 | 5 | -1 | 2 | -8 | 2 | -2 | -1
Cc1ccc(-c2csc(NC(=O)N3CCOCC3)n2)cc1 | -2 | 6 | -1 | 24 | 1 | -8 | 7 | 5 | 0
COc1ccc(C2(C(=O)NCc3ccccc3Cl)CCOCC2)cc1OC | 0 | 3 | -3 | 20 | -2 | -12 | 2 | 12 | -1
Cc1c(C(=S)Nc2ccccc2)cnn1-c1ccccc1 | -6 | -25 | -6 | 0 | 4 | 5 | 2 | 5 | -2
COc1ccc(NC(=O)c2ccc(C)cc2)c(OC)c1 | -6 | -8 | -13 | -1 | 1 | -3 | 5 | 3 | 3
CC(C)NC(=O)C1CCCN(S(=O)(=O)c2ccc(-n3cnnn3)cc2)C1 (stereo not drawn) | -25 | -4 | -7 | 3 | 6 | -7[fluorescence artefact?] | 3 | -4 | -4
CCCCSCCCNC(=O)CS(=O)Cc1nc(-c2cccc(C)c2)oc1C (stereo not drawn) | 5 | -15 | -4 | -1 | -4 | -14 | -3 | -1 | -2
CC(C)N(Cc1nc(-c2ccccc2)no1)C(=O)Cc1ccccc1 | -6 | -2 | 0 | 0 | -1 | -3 | 0 | 3 | 2
CN(c1ccc(OCC(=O)OCC(=O)Nc2ccc(F)cc2)cc1)S(=O)(=O)c1ccc(Cl)cc1 | 9 | -3 | 8 | -1 | 0 | 1[fluorescence artefact?] | 3 | 4 | 1
Cc1ccccc1-n1c(Cn2c(=O)sc3ccccc32)nnc1SCC(=O)NCC1CCCO1 (stereo not drawn) | -8 | -1 | -6 | -1 | 3 | 7 | -1 | 0 | 2
COc1ccc(CNC(=O)CSc2nnc(Cn3nnc4ccccc43)n2C)cc1 | 5 | -8 | 4 | 1 | -3 | 4 | 3 | 17 | -2
O=C1NN(c2ccccc2)C(=O)/C1=C/c1cccs1 | -5 | -5 | -9 | 1 | 3 | -7 | 4 | 11 | 6
O=C(Nc1ccc2c(c1)OCCO2)c1cc2ccccc2o1 | -3 | -3 | -10 | 28 | 2 | -15 | -2 | 0 | 2
CCOC(=O)c1cn2nc(Oc3ccc(C(=O)OC)cc3)ccc2n1 | 3 | -9 | -7 | 13 | -5 | 8 | 2 | 1 | 1
CC(=O)NC(=S)Nc1cccc([N+](=O)[O-])c1 | 0 | · | -3 | 15 | -2 | -1 | -2 | 5 | 0
CC(Oc1ccccc1)C(=O)Nc1cccc(F)c1 (stereo not drawn) | -4 | -2 | 1 | 1 | 2 | 24 | -1 | 9 | 0
O=C(CC1Oc2ccccc2NC1=O)NC1CC1 (stereo not drawn) | -9 | -7 | -10 | 0 | 0 | -3 | 0 | -3 | 2
CCN1C/C(=C\c2cccc(C)c2)c2nc3ccccc3c(C(=O)O)c2C1 | -2 | -16 | -8 | 2 | -171 | 34 | -1 | 9 | -44
O=C(c1ccccc1)N1N=C(c2ccccc2)CC1c1ccccc1O (stereo not drawn) | -6 | -9 | -5 | 5 | 4 | -7 | -2 | -1 | 0
CC1(C)NC(C)(C)c2nonc2/C1=N\O | 1 | -15 | -1 | -4 | 0 | -5 | -2 | 4 | 0
Nc1nonc1-n1nnc(C(=O)c2ccccc2)c1-c1ccccc1 | 5 | -7 | 4 | 14 | 4 | -1 | 1 | 13 | 0
O=C(N/N=C/C(Br)=C/c1ccccc1)C(O)c1ccccc1 (stereo not drawn) | -2 | 8 | 1 | 3 | -3 | 5 | -1 | 9 | 0
Cc1cc(/C=N/NC(=O)c2nn(C)cc2Cl)c(C)n1-c1cccc(Br)c1 | -6 | -11 | -5 | -15 | 4 | 7 | -3 | 2 | -2
CC(=O)Nc1ccc(C2NC(=S)N(c3ccccc3C(F)(F)F)C(C)=C2C(=O)N2CCOCC2)cc1 (stereo not drawn) | -2 | 2 | -3 | -9 | -2 | -12 | -2 | · | -2
CCOC(=O)c1nnn2c1nc(N(CC)CC)c1ccccc12 | 0 | -1 | -7 | 1 | -8 | -2 | 4 | -1 | 1
O=C(Nc1ccccc1C(=O)O)c1cc(S(=O)(=O)N2CCOCC2)cs1 | 0 | 0 | -15 | 24 | 0 | -7 | -1 | 9 | 2
Cc1cc(C)nc(Nc2ccc(N3CCOCC3)cc2)n1 | 2 | -30 | -1 | 3 | 1 | 4 | -1 | 8 | 0
Cc1c(C(=O)Nc2ccccc2)cn2c(nc3ccccc32)c1C#N | 6 | -3 | 1 | 3 | -32 | 6 | 1 | 10 | -19
CCc1ccc(C2c3[nH]c4ccccc4c3CCN2C(=O)c2ccc(=O)n(C)n2)cc1 (stereo not drawn) | -1 | · | -8 | -4 | -1 | 1 | -2 | 4 | -5

Molecules from the list above containing a halogen, in the order listed:
SMILES | FXIa inh | hK5 inh | Thrombin inh | Hck Nef HTS | Runt-SMMHC FRET | 14-3-3 Bad inh | Wee1 degr inh | FXIIa inh 1536 | Runt-CBFb FRET
CCOC(=O)c1cc(-c2ccc(OC(F)F)cc2)nc2c1c(=O)[nH]c(=O)n2C | 5 | -20 | -13 | -2 | 3 | 13[fluorescence artefact?] | -1 | -6 | -3
COC(=O)Cn1c(=O)c(C(=O)CCl)c(N)n(Cc2ccccc2)c1=O | 4 | 4 | 2 | 23 | 3 | -2 | -3 | 13 | 1
N#C/C(=C(/O)COC(=O)CCCNC(=O)c1ccc(Cl)cc1)c1nc2ccccc2[nH]1 | 2 | -8 | 3 | 2 | 4 | -14 | 5 | 8 | 0
N/C(=N\OC(=O)c1ccc(Br)o1)c1ccccn1 | -6 | -18 | 5 | -1 | 2 | -8 | 2 | -2 | -1
COc1ccc(C2(C(=O)NCc3ccccc3Cl)CCOCC2)cc1OC | 0 | 3 | -3 | 20 | -2 | -12 | 2 | 12 | -1
CN(c1ccc(OCC(=O)OCC(=O)Nc2ccc(F)cc2)cc1)S(=O)(=O)c1ccc(Cl)cc1 | 9 | -3 | 8 | -1 | 0 | 1[fluorescence artefact?] | 3 | 4 | 1
CC(Oc1ccccc1)C(=O)Nc1cccc(F)c1 (stereo not drawn) | -4 | -2 | 1 | 1 | 2 | 24 | -1 | 9 | 0
O=C(N/N=C/C(Br)=C/c1ccccc1)C(O)c1ccccc1 (stereo not drawn) | -2 | 8 | 1 | 3 | -3 | 5 | -1 | 9 | 0
Cc1cc(/C=N/NC(=O)c2nn(C)cc2Cl)c(C)n1-c1cccc(Br)c1 | -6 | -11 | -5 | -15 | 4 | 7 | -3 | 2 | -2
CC(=O)Nc1ccc(C2NC(=S)N(c3ccccc3C(F)(F)F)C(C)=C2C(=O)N2CCOCC2)cc1 (stereo not drawn) | -2 | 2 | -3 | -9 | -2 | -12 | -2 | · | -2
